FLuc stim CS = firefly luciferase counter-screen for stimulation assays; 200,000 tested, under 10 active; activation factor at 10 µM; P08659; ATPlite luciferase biochemical, luminescence, 10 min; 0 = ATP-free wells, 1 = DMSO control;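 active means luciferase activation factor, scaled between plate controls, of at least 2 with compound at 10 µM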
Target sequence (P08659 whole entry, looked up): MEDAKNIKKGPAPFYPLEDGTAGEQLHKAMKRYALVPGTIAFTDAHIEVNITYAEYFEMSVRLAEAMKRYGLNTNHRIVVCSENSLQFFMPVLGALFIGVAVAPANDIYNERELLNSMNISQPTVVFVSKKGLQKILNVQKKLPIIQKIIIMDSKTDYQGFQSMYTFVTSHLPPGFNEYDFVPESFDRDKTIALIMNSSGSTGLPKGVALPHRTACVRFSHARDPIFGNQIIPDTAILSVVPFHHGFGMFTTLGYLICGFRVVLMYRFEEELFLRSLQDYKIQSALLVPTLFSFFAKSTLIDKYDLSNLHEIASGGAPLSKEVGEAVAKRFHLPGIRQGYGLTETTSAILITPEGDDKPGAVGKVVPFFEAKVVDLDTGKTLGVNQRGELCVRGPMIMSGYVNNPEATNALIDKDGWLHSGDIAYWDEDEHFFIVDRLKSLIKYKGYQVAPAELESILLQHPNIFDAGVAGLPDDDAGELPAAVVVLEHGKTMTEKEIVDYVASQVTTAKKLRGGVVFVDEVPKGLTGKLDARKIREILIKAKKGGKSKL
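System: luciferase plus luciferin reagent, cell-free; medium: PBS as buffer for the ATP substrate; dosing: test compounds dosed from 2 mM stocks in 100% DMSO; timing: 10 min post-reagent at room temperature; measured by: luminescence measurement of luciferase light output; evaluation: luciferase activation, seen as luminescence increase over controls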
TLR4 MyD88 comp = inhibitors of human TLR4-MyD88 binding. O00206+Q99836. HeLa CL3-4 TLR4/MyD88 BLA complementation, FRET ratio. inhibition, % at 8.4 µM. 0.18% of 200,000 active. AID 861; in the data active means inhibition above about 25%;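 further: 0% = vehicle and 100% = reference inhibitor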
STAT1 act = activators of IFN-gamma induced STAT1 signaling; NIH 3T3 STAT1-luciferase reporter, luminescence; 100% = IFN-gamma alone, no compound; activation (% of control), % at 5.5 µM; 2.6% of 200,000 active; AID 932;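 active means activation above the screen-wide mean activation plus 3 SD, cut at about 130% in these data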;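 further: raw ratio to IFN-gamma control signal so 100% means no change and 0% no light; values of inactives mirror those of a sister screen read the other way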
Diaphorase inh = inhibits diaphorase or chemically oxidizes, flagging diaphorase assay artifacts; diaphorase resazurin-to-resorufin fluorescence, NADH, 16 min; bacterial (C. kluyveri) enzyme, not human; inhibition, % at 20 µM; 0.69% of 190,000 active; AID 1217;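 active means primary screen inhibition at 20 µM above a set limit, cut at about 50% in these data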;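 further: plate controls were DMSO with full reaction for no effect and wells lacking NADH for full effect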
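Detection: fluorescence of resorufin formed from resazurin, Ex 544/Em 590 nm; test system: Clostridium kluyveri diaphorase enzyme; amount: 0.14 U/mL diaphorase, enzyme working solution; times: 16-min room-temperature incubation before reading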
APP transl inh = APP translation inhibition | inhibition, % at 2 µM | 0.82% of 190,000 active | SH-SY5Y APP 5'UTR-luciferase reporter, luminescence;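 active means inhibition above a set limit, derived from the sample mean plus 3 SD, cut at about 45% in these data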; further: values of inactives mirror those of a sister screen read the other way
FLuc inhib CS = inhibits firefly luciferase, flagging false hits in luciferase inhibition screens; P08659; ATPLite firefly luciferase biochemical luminescence, 10 min; inhibition, % at 10 µM; 1.5% of 200,000 active;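 active means inhibition above about 50% when tested at 10 µM, limit read from the data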
G6PDH counter = counter-screen for G6PDH assay hits: L. mesenteroides G6PDH inhibition | 0.12% of 200,000 active | Purified L. mesenteroides G6PDH, diaphorase/resazurin coupled fluorescence, 45 min | inhibition, % at 5 µM; in the data active means inhibition above about 50%
APP 5'UTR act = APP 5'UTR luciferase reporter activation; SH-SY5Y APP 5'UTR luciferase reporter, luminescence; zero percent = DMSO vehicle wells; activation, % at 2 µM; 1% of 190,000 active;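 active means activation above a set limit, based on mean plus 3 SD of controls, cut at about 140% in these data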; further: values of inactives mirror those of a sister screen read the other way
NF-kB neuron act = NF-kB expression increase, human neuronal cells; 1.6% of 190,000 active; fold change at 12.5 µM; NF-kB reporter expression; stronger effect = higher value; in the data active means fold change above about 3.3
Diaphorase act = diaphorase activation or chemical reduction counter-screen; 0.005% of 190,000 active; activation factor at 20 µM; Diaphorase/resazurin coupled assay, resorufin fluorescence, 16 min; stronger effect = higher value; 1 = vehicle wells, 0 = NADH-free wells;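 active means diaphorase activity raised at least twofold by the compound at 20 µM; inactive means activation factor below 2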
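Material: Purified diaphorase enzyme from Clostridium kluyveri | Buffer or medium: 50 mM HEPES pH 7.4 with 4.542 mM MgCl2, 0.005% Tween 20 | Times: 16 min enzyme reaction, ambient temperature | Signal: Red resorufin fluorescence at 544/590 nm excitation/emission | Measure: Increased resorufin signal from activators or reducing compounds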
The depositor's hits bear a star; nt = not tested or not shown. Rows were taken by chance. Share with any hit: about 5.6%.

Below each SMILES: Diaphorase act, TLR4 MyD88 comp, FLuc stim CS, FLuc inhib CS, STAT1 act, G6PDH counter, APP transl inh, NF-kB neuron act, Diaphorase inh, APP 5'UTR act
(1) CCOC(=O)N1CCN(C(=O)Cn2cc3c(n2)CCCC3)CC1
    1.1, 9, 1.1, -8, 104, 9, 4, 1.2, -6, -4
(2) CCCC(=O)OCCNc1cc(SCc2ccco2)c2nonc2c1[N+](=O)[O-]
    0.3, 1, 0.9, 7, 104, -6, -16, 1.2, 71*, 16
(3) CCCC1CCc2c(c3ccccc3[nH]c2=O)O1 (stereo not drawn)
    0.8, 6, 1.1, -6, 99, 2, 4, 0.9, 20, -4
(4) Nc1nc2c(ncn2COC(CO)CO)c(=O)[nH]1
    1, -7, 1, -2, 95, 13, -12, 0.68, 2, 12
(5) O=C(Nc1ccc(Nc2ccccc2)cc1)c1ccc(Br)o1
    0.7, 3, 1, 2, 121, -3, -38, 2.2, 32, 38
(6) O=C(CCN1CCCCC1)c1ccc2c(c1)OCO2
    0.9, 0, 1, -2, 97, 5, -18, 1.1, 8, 18
(7) CC(C)c1ccccc1NC(=O)c1ccc(CN(c2ccccc2)S(=O)(=O)c2ccccc2)cc1
    1, 11, 1, 1, 106, -4, -18, 1, -1, 18
(8) CC1(C)CC2CC(C)(CN2C(=O)COc2cccc3ccccc23)C1 (stereo not drawn)
    0.8, 11, 1.1, -7, 98, 1, -7, 1.3, 16, 7
(9) COc1ccc(OCCNC(=S)Nc2cccc3ccccc23)cc1
    0.9, 1, 1.1, -7, 91, -25, -36, 0.99, 6, 36
(10) COc1cccc(N=C2SC(C(=O)Nc3ccccc3F)CC(=O)N2C)c1 (stereo not drawn)
    0.8, -14, 1, -1, 100, 8, 2, 1.1, 15, -2
(11) COc1cc(/C=N/NC(=O)c2ccncc2)ccc1Oc1ccc([N+](=O)[O-])cn1
    0.8, -3, 1.1, -6, 101, -1, 7, 1.1, 24, -7
(12) CCc1cccc(OCCCCNCCCOC)c1
    0.8, -8, 1, -1, 100, 2, 14, 1, 17, -14
(13) CCOC(=O)c1sc2nc(C)nc(N3CCN(c4ncccn4)CC3)c2c1C
    0.9, 10, 1, 0, 112, 16, 8, 1.1, 8, -8
(14) CC(C)CNC1=CC(=O)CC(c2ccco2)C1 (stereo not drawn)
    0.4, 3, 1, -1, 96, 16, -3, 1.2, 61*, 3
(15) CCc1[nH]nc2c1C(Cc1ccccc1)C(C#N)=C(N)O2 (stereo not drawn)
    0.9, -7, 1, -5, 96, 5, 3, 0.99, 10, -3
(16) CC(C)=C1C2C=CC1C(C(=O)Nc1cccc(C)c1)C2C(=O)O (stereo not drawn)
    0.8, -1, 1.1, -6, 96, 4, 2, 0.78, 18, -2
(17) Cc1cc(NC(=O)c2ccc(S(=O)(=O)N(C)C)cc2)no1
    0.9, -26, 1, -2, 94, 2, -8, 1.2, 11, 8
(18) O=C(CSc1nnc(-c2ccncc2)n1Cc1ccco1)Nc1cccc(O)c1
    0.9, 9, 1, -4, 103, 14, 2, 0.97, 9, -2
(19) COc1ccccc1NC(=O)CC1COc2ccccc2O1 (stereo not drawn)
    1, -13, 1.1, -6, 105, -1, -9, 1.2, 3, 9
(20) CCc1cccc(Nc2cc(C)nc3ncnn23)c1
    0.9, 11, 1.1, -12, 104, 8, -15, 0.84, 5, 15

Next part; the last two above are carried over.
Below each SMILES: Diaphorase act, TLR4 MyD88 comp, FLuc stim CS, FLuc inhib CS, STAT1 act, G6PDH counter, APP transl inh, NF-kB neuron act, Diaphorase inh, APP 5'UTR act
(19) COc1ccccc1NC(=O)CC1COc2ccccc2O1 (stereo not drawn)
    1, -13, 1.1, -6, 105, -1, -9, 1.2, 3, 9
(20) CCc1cccc(Nc2cc(C)nc3ncnn23)c1
    0.9, 11, 1.1, -12, 104, 8, -15, 0.84, 5, 15
(21) O=C(OCCOc1ccc(Br)cc1)c1cnccn1
    0.9, 3, 1.1, -6, 105, -7, 14, 1.1, 5, -14
(22) CC(=O)Nc1ccc(SCC(=O)OCC(=O)NC(=O)NC2CCCC2)cc1
    1, 6, 1.1, -8, 103, 9, 13, 1.1, 4, -13
(23) Cc1ccccc1Oc1ncnc2sccc12
    1, 3, 1.1, -6, 98, 1, 4, 1.1, 4, -4
(24) COCCn1c(C)cc(C(=O)CSc2nc3ccccc3c(=O)[nH]2)c1C
    0.8, -5, 0.7, 31, 142*, -21, -23, 1.7, 23, 23
(25) Cc1ccc(NC(=O)CC2Oc3ccc(C)cc3NC2=O)cc1 (stereo not drawn)
    1, 13, 1, 2, 105, 2, -4, 0.94, 4, 4
(26) COc1ccc(Oc2c(C=O)c3ccccc3n2C)cc1
    0.7, -11, 1.1, -7, 93, 5, 3, 1.1, 35, -3
(27) Cc1cc(C)c(N2CCN(S(=O)(=O)N3CCCCCC3)CC2)c(C)c1
    0.8, -7, 1, -2, 97, -22, -17, 0.53, 17, 17
(28) Cc1onc(-c2ccccc2)c1C(=O)N1CCN(C/C=C/c2ccccc2)CC1
    0.9, 3, 1, 0, 98, 5, -1, 0.71, 10, 1
(29) Cc1nc2c(ccc3c2ccc2nc(C)sc23)s1
    1, 5, 0.9, 6, 112, 5, 2, 1.3, -4, -1
(30) C=CCOc1ccc(C2NC(=S)NC(c3ccccc3)=C2C(C)=O)cc1OC (stereo not drawn)
    0.9, -8, 1, -3, 106, 11, -11, 0.43, 8, 11
(31) CSCC[C@H](NC(=O)OC(C)(C)C)c1nnc(SCC(=O)N(C)C)o1
    1.1, -8, 1, -2, 101, 8, 10, 1.2, -11, -10
(32) O=C(CCCNS(=O)(=O)c1ccc(Br)cc1)N1CC[C@@]2(O)CCCC[C@H]2C1
    0.8, 3, 1.1, -8, 97, 5, 2, 1.1, 17, -2
(33) CC(C)C[C@H](N)c1cn([C@@H](Cc2ccc(O)cc2)C(=O)N2CCNCC2)nn1
    0.8, 0, 1, -3, 103, 8, -22, 1.1, 16, 22
(34) Cc1cc(=O)oc2cc(OCC(=O)N3CCCC(C)C3)ccc12 (stereo not drawn)
    1, 4, 1, 0, 98, 0, -7, 0.64, 3, 7
(35) CCc1nnc(NS(=O)(=O)c2ccc(NC(=O)COc3ccc(Cl)c(C)c3)cc2)s1
    0.9, -11, 1.1, -7, 104, 7, 2, 0.91, 10, -2
(36) N=c1sccn1CC(=O)Nc1ccccc1Sc1ccccc1
    1, -2, 1, -4, 93, 5, -6, 1, 1, 6
(37) Cc1[nH]c(=O)[nH]c(=O)c1S(=O)(=O)N1CCCC(C(=O)N2CCN(c3ccccc3Cl)CC2)C1 (stereo not drawn)
    0.8, 14, 1, -4, 95, 2, 5, 1.1, 19, -5
(38) COc1cc(-c2csc(N3CCOCC3)n2)cc(OC)c1OC
    1, 3, 1, -5, 105, 10, -1, 1.1, 2, 1
(39) CCN(CC)CCCN1C(=O)C(=O)/C(=C(/O)c2ccc3c(c2)CC(C)O3)C1c1ccncc1 (stereo not drawn)
    0.8, nt, 1, 0, nt, 0, nt, nt, 16, nt
(40) C/C(CC(=O)Nc1ccccc1-c1ccccc1)=N\NC(=O)COc1ccc(C)cc1Br
    0.9, -3, 1.1, -6, 99, 14, -6, 1.1, 15, 6
(41) CCN(CCCNC(=O)COc1cc(=O)n(CC)c2ccccc12)c1ccccc1
    0.8, 1, 1.1, -5, 86, -7, 1, 1.2, 18, -1
(42) CCC(C)NS(=O)(=O)c1ccc(OCC(=O)Nc2ccc3c(c2)OCCO3)cc1 (stereo not drawn)
    0.9, -5, 1, -3, 78, 15, -11, 1.1, 6, 11
(43) Cc1[nH]nc2oc(=O)c(CCO)c(C)c12
    0.8, 4, 1, -4, 95, -1, 1, 0.93, 21, -1
(44) Cc1c(Br)c([N+](=O)[O-])nn1CC(=O)N1CCN(Cc2ccccc2)CC1
    nt, 18, 1, -5, 99, 1, -23, 0.96, nt, 23
(45) O=C(CSc1nnc(COc2ccccc2)o1)N1CCN(c2ccccc2)CC1
    0.9, 2, 1.1, -7, 102, 0, -1, 0.88, 11, 1
(46) CC(C)Cn1c(-c2ccco2)csc1=Nc1cccnc1
    0.8, -1, 1, -5, 97, 4, -16, 0.83, 24, 16
(47) COc1cccc(C(=O)CN(C(=O)c2ccc(Cl)c(Cl)c2)N2C(=O)c3ccccc3C2=O)c1
    0.8, -10, 1, -4, 102, 1, -49, 1, 17, 49
(48) COc1ccc(C(C)(C)C)cc1NC(=O)C1C2C=CC(C2)C1C(=O)O (stereo not drawn)
    0.9, 1, 1, -2, 100, 4, 2, 1.2, 12, -2
(49) COc1ccc2c(c1)NC(c1cc(Cl)cc(Cl)c1O)c1cccn1-2 (stereo not drawn)
    0.7, -5, 1, -5, 99, 11, -9, 3.7*, 27, 9
(50) O=C(COc1ccccc1F)Nc1nnc(-c2ccncc2)s1
    0.9, -4, 1, -2, 97, 1, 4, 0.96, 11, -4
(51) O=C(Oc1ccnc2cc(Cl)ccc12)N1CCOCC1
    1, -1, 0.9, 5, 96, -4, -19, 3, -2, 19
(52) O=S(=O)(NC(=NCCc1ccc(Cl)cc1)c1ccccc1Cl)c1cccs1
    0.7, -6, 1.1, -6, 103, 5, 1, 1.4, 31, -1
(53) N#Cc1ccc(Cl)cc1NC(=O)COC(=O)c1ccc2c(c1)OCCO2
    1.1, 6, 1, -2, 93, 9, -1, 0.94, -10, 1
(54) CC(Sc1nc2nn(-c3ccccc3)c(=O)c-2c2n1CCCCC2)C(N)=O (stereo not drawn)
    0.9, 10, 1.1, -9, 97, -7, 4, 0.99, 10, -4
(55) CC1CC(C)(C)NC(=S)N1CC(=O)N1CCN(Cc2ccccc2)CC1 (stereo not drawn)
    0.9, 3, 1, -4, 100, 6, 3, 0.91, 15, -3
(56) O=C(NCCC1=CCCCC1)C1CCN(S(=O)(=O)c2cnc[nH]2)CC1
    1, 0, 1.1, -7, 95, -3, 1, 1.7, 5, -1

From PubChem BioAssay
